Bioassay records as filed in PubChem.
MCF10A rerep – A quantitative high throughput screen for small molecules that induce DNA re-replication in MCF 10a normal breast cells; actives 2.9% (n = 350,000); MCF 10A DNA re-replication, Hoechst nuclear intensity, 48 h; Potency, µM (top dose mostly 46.1 µM), inactives show top-dose activity, positive = re-replication, actives largely listed as activators; AID 624296, 2012; also: potency is read from the fitted curve at half-maximal effect; % of control where 0% means no effect; nearly all actives have a fitted effect of over 50% in size
SW480 rereplic – A quantitative high throughput screen for small molecules that induce DNA re-replication in SW480 colon adenocarcinoma cells; SW480 DNA re-replication, Hoechst DNA content imaging, 48 h; Potency, µM (titrated, usually from 46.1 µM), inactives show top-dose re-replication activation, hits mostly activators; actives 1.8% (n = 340,000); also: potency is read from the fitted curve at half-maximal effect; % of control where 0% means no effect; nearly all actives have a fitted effect of over 55% in size
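Quantitative HTS format with DMSO vehicle controls; 48 hr drug incubation at 37 C, then 40 min Hoechst staining and scanning imager measurement at 405 nm excitation.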
WRN inhibitor – qHTS for Inhibitors of WRN Helicase; Bifunctional 3'-5' exonuclease/ATP-dependent helicase WRN (Homo sapiens), Q14191; WRN helicase unwinding, fluorescent forked duplex, kinetic; Potency, µM (top dose mostly 114 µM), for the others: top-dose activity change, negative = inhibition, actives largely listed as inhibitors; actives 0.46% (n = 360,000); also: potency is read from the fitted curve at half-maximal effect; % is scaled to controls: 0 for no effect and ±100 for the full control effect; nearly all actives have a fitted effect of over 55% in size
Target sequence (Q14191 whole entry, looked up): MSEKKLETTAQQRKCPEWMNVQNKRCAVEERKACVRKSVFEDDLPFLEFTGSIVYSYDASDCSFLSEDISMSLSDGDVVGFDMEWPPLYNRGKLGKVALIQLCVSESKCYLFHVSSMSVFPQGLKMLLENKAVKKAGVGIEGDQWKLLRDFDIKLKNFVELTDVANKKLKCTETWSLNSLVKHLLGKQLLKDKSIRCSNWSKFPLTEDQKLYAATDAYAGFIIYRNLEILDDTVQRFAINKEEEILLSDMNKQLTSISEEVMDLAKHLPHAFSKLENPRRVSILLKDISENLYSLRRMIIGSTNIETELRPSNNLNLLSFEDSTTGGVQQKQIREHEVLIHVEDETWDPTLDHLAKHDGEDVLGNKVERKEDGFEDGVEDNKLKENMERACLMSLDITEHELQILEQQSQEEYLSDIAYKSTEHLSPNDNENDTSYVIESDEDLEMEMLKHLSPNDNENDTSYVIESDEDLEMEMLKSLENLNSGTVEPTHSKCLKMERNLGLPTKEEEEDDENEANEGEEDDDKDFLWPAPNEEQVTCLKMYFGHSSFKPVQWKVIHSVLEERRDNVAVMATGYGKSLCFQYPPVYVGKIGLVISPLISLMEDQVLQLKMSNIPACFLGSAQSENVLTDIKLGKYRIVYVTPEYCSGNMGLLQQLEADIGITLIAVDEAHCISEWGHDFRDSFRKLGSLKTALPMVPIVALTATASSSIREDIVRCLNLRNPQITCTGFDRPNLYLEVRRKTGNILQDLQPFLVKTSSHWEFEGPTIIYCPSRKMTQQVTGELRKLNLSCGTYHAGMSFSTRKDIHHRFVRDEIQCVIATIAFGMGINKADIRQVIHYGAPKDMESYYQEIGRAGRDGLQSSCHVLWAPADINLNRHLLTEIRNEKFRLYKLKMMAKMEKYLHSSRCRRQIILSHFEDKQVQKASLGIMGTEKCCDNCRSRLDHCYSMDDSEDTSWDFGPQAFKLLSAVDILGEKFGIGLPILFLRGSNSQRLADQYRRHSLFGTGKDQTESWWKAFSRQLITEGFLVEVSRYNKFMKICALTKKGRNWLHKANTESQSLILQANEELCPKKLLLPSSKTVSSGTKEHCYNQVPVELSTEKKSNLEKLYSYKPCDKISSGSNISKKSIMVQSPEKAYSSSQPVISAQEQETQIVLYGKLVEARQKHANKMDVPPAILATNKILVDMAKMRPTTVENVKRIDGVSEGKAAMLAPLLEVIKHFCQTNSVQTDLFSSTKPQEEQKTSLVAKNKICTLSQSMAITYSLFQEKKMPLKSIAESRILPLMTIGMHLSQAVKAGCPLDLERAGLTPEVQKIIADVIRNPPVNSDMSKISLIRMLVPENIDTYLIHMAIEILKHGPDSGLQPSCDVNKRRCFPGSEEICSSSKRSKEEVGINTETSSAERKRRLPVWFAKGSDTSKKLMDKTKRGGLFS
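WRN at 20 nM final was preincubated with compound for 15 min at room temperature; reaction started with 100 nM forked duplex oligonucleotide carrying fluorophore and quencher plus 2 mM ATP (final). Unwinding followed kinetically by red fluorescence (ex 525/em 598 nm).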
ATXN2 expr inh – Primary qHTS for Inhibitors of ATXN expression; Potency, µM (doses to about 57 µM), for inactives: at the top dose activity change, negative = inhibition, usual class: inhibitors; actives 0.72% (n = 360,000); HEK-293 ATXN2-luciferase reporter, luminescence, 24 h; also: potency is read from the fitted curve at half-maximal effect; % is scaled to controls: 0 for no effect and ±100 for the full control effect; nearly all actives have a fitted effect of over 55% in size
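ATXN2-luciferase reporter cells (luciferase flanked by upstream and downstream ATXN2 gene portions) were treated 24 h at 37 °C with compounds at up to 57 uM. SteadyGlo luminescence gave expression; GF-AFC fluorescence gave viability.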
IL-1B inflam inh – qHTS for Inhibitors of Inflammasome Signaling: IL-1-beta AlphaLISA Primary Screen; THP-1 LPS/ATP IL-1B secretion, AlphaLISA, 16 h; stronger effect = lower value; activity change, % at 57.5 µM; actives 4.7% (n = 360,000); in the data active = activity change below about -50%; inconclusive = mostly about -30% to -49%; also: % is scaled to controls: 0 for no effect and ±100 for the full control effect
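THP-1 cells pretreated 1 hr with compounds (up to 57.5 uM final), then stimulated with LPS (250 ng/mL final) plus ATP (1.25 mM final); secreted IL-1B measured by AlphaLISA after 16 hr, decreased signal indicating inhibition.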
HT1080 IDH1KD tx – qHTS for induction of synthetic lethality in tumor cells producing 2HG: qHTS for the HT-1080-IDH1KD cell line; HT-1080 IDH1 knockdown viability, ATP luminescence, 48 h; Potency, µM (titrated, usually from 46.1 µM), for inactives: at the highest dose activity, negative = toxicity, actives largely listed as cytotoxic; actives 2% (n = 360,000); AID 686971, 2013;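 also: potency is read from the fitted curve at half-maximal effect; 0% = DMSO wells and -100% = cell-free medium wells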
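Knockdown cells (IDH1KD HT-1080) received compounds 2 h after plating at 750 cells/well and were kept 48 h at 37 °C in 5% FBS RPMI. A CellTiter-Glo luminescence read gave % activity for curve fitting.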
KB-3-1 tox – qHTS assay for MDR1-selective chemotherapeutics: Primary screen using the parental adenocarcinoma cell KB-3-1; KB-3-1 viability, CellTiter-Glo ATP luminescence, 72 h; Potency, µM (highest dose often 46.1 µM), without a hit: top-dose activity change, negative = cytotoxic, usual class: cytotoxic; actives 1.4% (n = 400,000); also: potency is read from the fitted curve at half-maximal effect; % is scaled to controls: 0 for no effect and ±100 for the full control effect; nearly all actives have a fitted effect of over 60% in size
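Here the drug-naive KB-3-1 line serves as comparator for MDR sub-line selectivity; cells received compound titrations, 72 h at 37 °C, then CellTiter-Glo readout.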
HT1080-NT tox – qHTS for induction of synthetic lethality in tumor cells producing 2HG: qHTS for the HT-1080-NT fibrosarcoma cell line; HT-1080-NT fibrosarcoma viability, CellTiter-Glo ATP luminescence, 48 h; Potency, µM (series often up to 46.1 µM), without a hit: at the highest dose activity, negative = less viability, actives largely listed as cytotoxic; actives 1.6% (n = 360,000);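 also: NT is the 2HG producing partner of a matched IDH1 knockdown line; potency is read from the fitted curve at half-maximal effect; 0% = DMSO-treated cells and -100% = media-only wells without cells; nearly all actives have a fitted effect of over 55% in size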
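Viability by CellTiter-Glo luminescence after 48 h compound exposure at 37C of HT-1080-NT cells (750/well, RPMI, 5% FBS). % activity scaled between DMSO wells and medium-only wells, then curve-fitted and categorized by curve class.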
KB-V1 MDR tox – qHTS assay for MDR1-selective chemotherapeutics: Primary screen using the drug-selected MDR subline cells KB-V1; KB-V1 MDR cells viability, CellTiter-Glo, 72 h; Potency, µM (top dose mostly 46.1 µM), for inactives: top-dose activity change, negative = cytotoxicity, most hits filed as cytotoxic; actives 3.4% (n = 400,000); AID 1347076, 2019; also: potency is read from the fitted curve at half-maximal effect; % is scaled to controls: 0 for no effect and ±100 for the full control effect; nearly all actives have a fitted effect of over 60% in size
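KB-V1 cells (P-gp-expressing MDR subline of KB-3-1) in phenol-red-free DMEM with 10% FBS were exposed to library compounds over a concentration series for 72 h at 37 degrees C. Viability read by CellTiter-Glo luminescence; concentration-effect curves fitted after normalization.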
* marks the source's active call; other numbers are inactive results; u = inconclusive; x = no result given; & = joins results of further samples; [ ] = another dose, or the depositor's remark. Unless noted, calls follow the shape of the dose curve; as a rule, active = well fitted curve in the direction sought with a large enough effect; inconclusive = small, poorly fitted or top-dose-only effect, or another doubt; inactive = no such curve, though single readings can be large; an effect the other way counts as inactive or inconclusive.

Fields – MCF10A rerep	SW480 rereplic	WRN inhibitor	ATXN2 expr inh	IL-1B inflam inh	HT1080 IDH1KD tx	KB-3-1 tox	HT1080-NT tox	KB-V1 MDR tox
- COCCN1Cc2cccc(C(=O)Nc3cc(C)cc(C)c3)c2C1=O
→ 10%	-3%	-13%	-18%	-8	-1%	4%	2%	1%
- CC(=O)Nc1ccc(NCCc2cccs2)cc1
→ x	x	3%	11%	0	17%	0%	17%	7%
- O=C(c1ccc(Br)cc1)c1cc2ccc(O)cc2oc1=O
→ u	28%	-15%	-21%	-14	-10%	4%	-4%	18%
- CN(C)S(=O)(=O)c1ccc(N2CCN(S(=O)(=O)c3ccc(F)cc3)CC2)c(Cl)c1
→ 2%	-3%	-11%	-33%	-25	7.1µM*	u	10µM*	5.8µM*
- CC1CN(c2nc(-c3ccccc3)nnc2-c2ccccc2)CC(C)O1 (configuration not stated)
→ 5%	-7%	1%	-5%	-3	1%	-15%	0%	-29%
- C[C@H](CO)N1C[C@H](C)[C@@H](CN(C)C(=O)Nc2ccc3c(c2)OCO3)Oc2c(NC(=O)C3CC3)cccc2C1=O
→ 2%	11%	-8%	9%	0	3%	9%	2%	-21%
- Cc1ccc(CS(=O)(=O)CCC(=O)NCc2ccccc2Cl)cc1
→ 1%	u	-2%	13%	-8	1%	14%	2%	u
- O=C(O)/C=C/c1ccc(S(=O)(=O)NCc2cccnc2)cc1
→ -1%	-4%	6%	2%	11	2%	2%	6%	11%
- O=C(N/N=C/c1ccc(N2CCOCC2)cc1)c1ccc(NS(=O)(=O)c2cccs2)cc1
→ -1%	-2%	-11%	-18%	-7	-5%	u	-24%	-3%
- O=C(COC(=O)c1ccc2ncsc2c1)NCc1ccccc1Cl
→ -6%	-5%	2%	x	14	-2%	0%	7%	17%
- NC(N)=Nc1nc(-c2ccccc2)c2cc(F)ccc2n1
→ u	8%[1.84 µM]	15%[11.6 µM]	u	-90*	21µM*	23µM*	21µM*	18%
- Cc1ccc(C(C)C)c(OCC(=O)Nc2ccc(Cl)cn2)c1
→ u	0%	-4%	-21%	-3	-2%	-26%	0%	-28%
- COC(=O)c1ccc(OC(=O)N2CCOCC2)cc1
→ -6%	7%	9%	4%	37	2%	2%	0%	8%
- Cc1nnc(NC(=O)NCN2C(=O)C3C4C=CC(C4)C3C2=O)s1 (configuration not stated)
→ -4%	3%	4%	-2%	17	14%	15%	23%	-8%
- CCOc1cccc(C2C(C(=O)c3ccc(C)o3)=C(O)C(=O)N2c2nccs2)c1 (configuration not stated)
→ u	-3%	-5%[57.1 µM]	1%	15	-17%	-4%	-1%	0%
- Nc1c(N(Cc2ccco2)C(=O)c2ccccc2F)c(=O)[nH]c(=O)n1Cc1ccccc1
→ 0%	-6%	5%	0%	6	2%	-8%	2%	3%
- CCOc1ccc(CNS(=O)(=O)c2ccc3c(c2)CC(=O)N3C)cc1
→ 21%	-20%	-3%	x	7	3%	3%	8%	27%
- Cc1ccccc1OCC(=O)OCC(=O)NCc1ccccc1Cl
→ -6%	2%	-1%	x	9	0%	5%	8%	0%
- CCC1SC(CC)C(=O)N(CC(=O)NC2CCCCC2)C1=O (configuration not stated)
→ 0%	-14%	6%	-3%	-4	26%	24%	1%	-16%
- CN(C)c1ccnc2sc3c(=O)n(Cc4ccccc4)cnc3c12
→ u	u	-7%	-8%	-14	-18%	0%	u	8.2µM*

Part of the list above, limited to WRN inhibitor and KB-V1 MDR tox.
mol | WRN inhibitor | KB-V1 MDR tox
CC(=O)Nc1ccc(NCCc2cccs2)cc1 | 3% | 7%
O=C(COC(=O)c1ccc2ncsc2c1)NCc1ccccc1Cl | 2% | 17%

Other results
Fields – MCF10A rerep	SW480 rereplic	WRN inhibitor	ATXN2 expr inh	IL-1B inflam inh	HT1080 IDH1KD tx	KB-3-1 tox	HT1080-NT tox	KB-V1 MDR tox
- CSc1ccc(S(=O)(=O)NCc2ccccc2Cl)cc1
→ -1%	5%	-19%	3%	31	-2%	2%	11%	10%
- O=[N+]([O-])c1ccc(CS(=O)(=O)c2ccc(Cl)cc2)cc1
→ 25%	20%	3%	1%	u	-2%	u	11%	14%
- O=C(N[C@@H](Cc1ccccc1)C(=O)O)c1ccncc1
→ -36%[inhibitor]	35%	10%	11%	12	4%	9%	-3%	u
- CN(c1ncc(C(F)(F)F)cc1Cl)n1cc(C(=O)O)c2ccccc2c1=O
→ u	4%	1%	-5%	20	-8%	-2%	-5%	9%
- CC(C)(C)c1cc(NCCCn2ccnc2)n2ncc(-c3ccccc3)c2n1
→ u	u	-14%	70%[activator]	-97*	16µM*	-6%	18µM*	u
- Cc1cc(N2CCN(c3nc4ccccc4s3)CC2)n2ncnc2n1
→ 17%	-13%	-10%	u	-23	u	2.6µM*	u	1µM*
- CN1CCN(C(=O)C2=C[C@@H](c3coc4ccccc4c3=O)C[C@@H](OCc3ccc(CO)cc3)O2)CC1
→ -11%	-12%	7%	4%	12	14%	20%	7%	0%
- COc1ccc(CNc2ncnc(N)n2)cc1
→ u	-2%	-2%	4%	13	-17%	u	-9%	u
- O=C(C1CCN(S(=O)(=O)c2cccc3cccnc23)CC1)N1CCN(c2ccccn2)CC1
→ 3%	-2%	-9%	-5%	6	3%	6%	6%	3%
- CCOC(=O)Cc1csc(SCC(=O)NC(C)C23CC4CC(CC(C4)C2)C3)n1 (configuration not stated)
→ 0%	0%	7%	17%	-14	2%	16%	-1%	-1%
- N#CC(C(=O)Nc1cccc(Cl)c1)=C1Nc2ccccc2N1
→ u	-2%	-13%	u	-9	u	-2%	u	4%
- Cc1c(C)n(C)c2ccc(C(=O)NCCCN3CCCCC3C)cc12 (configuration not stated)
→ 5%	0%	-1%	-5%	u	-16%	-12%&6%	-5%	-18%&6%
- Cn1c(SCC(=O)Nc2ccc3c(c2)OCCO3)nnc1-c1cccnc1
→ 2%	-5%	6%	-4%	-6	-3%	1%	-5%	7%
- CS(=O)(=O)Nc1cccc(C2=NN(S(=O)(=O)c3ccccc3)C(c3ccco3)C2)c1 (configuration not stated)
→ -1%	3%	4%	8%	5	3%	-3%	1%	0%
- CCOc1ccc(S(=O)(=O)Nc2cccnc2)cc1
→ -34%[inhibitor]	10%[9.22 µM]	-5%	-2%	0	-8%	19%	-1%	15%
- NC(=O)NN=C1CCN2CCCc3cccc1c32
→ x	x	-4%	x	-1	-1%	u	-1%	u
- CN(Cc1ccncn1)C(=O)C1CCC(=O)N(Cc2cccc(C(F)(F)F)c2)C1 (configuration not stated)
→ u	-1%	-26%	-8%	-4	-2%	x	23%	x
- O=C(NC1CCCCC1)C(c1cccs1)N(Cc1cccs1)C(=O)c1cccs1 (configuration not stated)
→ 27%	9%	-8%	u	-66*	u	-9%	u	u
- COc1ccc(N=C(C)c2sc3ccccc3c2O)cc1
→ -1%	-8%	9%	103%[activator]	-9	9%	5%	14%	2%
- O=C(O)c1ccc(S(=O)(=O)N2CCN(c3ccccn3)CC2)cc1
→ -1%	1%	3%	x	18	6%	-1%	12%	3%

Record cards (already shown). Order of values: MCF10A rerep | SW480 rereplic | WRN inhibitor | ATXN2 expr inh | IL-1B inflam inh | HT1080 IDH1KD tx | KB-3-1 tox | HT1080-NT tox | KB-V1 MDR tox
CCOC(=O)Cc1csc(SCC(=O)NC(C)C23CC4CC(CC(C4)C2)C3)n1 (configuration not stated) is entered as 0% | 0% | 7% | 17% | -14 | 2% | 16% | -1% | -1%
Cc1cc(N2CCN(c3nc4ccccc4s3)CC2)n2ncnc2n1 is entered as 17% | -13% | -10% | u | -23 | u | 2.6µM* | u | 1µM*
COc1ccc(N=C(C)c2sc3ccccc3c2O)cc1 is entered as -1% | -8% | 9% | 103%[activator] | -9 | 9% | 5% | 14% | 2%

Next records follow.
Fields – MCF10A rerep	SW480 rereplic	WRN inhibitor	ATXN2 expr inh	IL-1B inflam inh	HT1080 IDH1KD tx	KB-3-1 tox	HT1080-NT tox	KB-V1 MDR tox
- CCOc1ccc(N2CC(C(=O)Nc3nnc(CC)s3)CC2=O)cc1 (configuration not stated)
→ 1%	-22%	-9%	4%	18	-2%	11%	-9%	3%
- CC(C)(C)c1ccccc1NC(=O)c1ccc(-n2cncn2)c([N+](=O)[O-])c1
→ 4%	13%	-4%	6%	-7	13%	2%	13%	-5%
- O=C(c1ccc2c(c1)OCO2)N(Cc1cccs1)C1(C(=O)NC2CCCCC2)CCCCC1
→ u	5%	1%	u	-55*	u	u	u	-27%
- Cc1cccc(-c2nc3ccccc3c(=O)n2NC(=O)/C=C/c2ccc([N+](=O)[O-])cc2)c1
→ -5%	-3%	-3%	-21%	5	10%	-10%	12%	-3%
- Cc1cc(C)cc(NC(=O)N2CCCC2C(=O)NCc2ccco2)c1 (configuration not stated)
→ -1%	-5%	6%	0%	14	9%	5%	2%	-1%

Reprinted at random: 2 records from the list.
Fields – MCF10A rerep	SW480 rereplic	WRN inhibitor	ATXN2 expr inh	IL-1B inflam inh	HT1080 IDH1KD tx	KB-3-1 tox	HT1080-NT tox	KB-V1 MDR tox
- CC(C)(C)c1ccccc1NC(=O)c1ccc(-n2cncn2)c([N+](=O)[O-])c1
→ 4%	13%	-4%	6%	-7	13%	2%	13%	-5%
- Cc1cc(C)cc(NC(=O)N2CCCC2C(=O)NCc2ccco2)c1 (configuration not stated)
→ -1%	-5%	6%	0%	14	9%	5%	2%	-1%
